NCI-60 one-dose screen, 48 h, at 10 µM unless noted. Numbers give growth in % (100 = growth as untreated, 0 = no growth, -100 = all killed).
SR = SR leukemia cells; 73,000 compounds, 8.7% hits
MDA-MB-435 = MDA-MB-435 melanoma. 82,000 compounds, 7.8% hits. AID 1794794
CCRF-CEM = CCRF-CEM leukemia; 77,000 compounds, 7% hits
K-562 = K-562 leukemia | 78,000 compounds, 7.4% hits
MDA-MB-468 = MDA-MB-468 breast cancer | 78,000 compounds, 8.5% hits
MDA-MB-231 = MDA-MB-231 breast cancer; 81,000 compounds, 5% hits
RPMI-8226 = RPMI-8226 leukemia cells; 77,000 compounds, 7.5% hits; AID 1794781
MOLT-4 = MOLT-4 leukemia cells. 80,000 compounds, 6.9% hits
* hit, by the source's call; x = not tested or not shown. The calls were made as follows: active = growth percent below 10; inactive = the rest.

SMILES	SR	MDA-MB-435	CCRF-CEM	K-562	MDA-MB-468	MDA-MB-231	RPMI-8226	MOLT-4
COC(=O)c1ccccc1C=O	120	104	x	107	107	114	101	120
c1ccc(CSc2nnc(-c3ccc4nc(-c5ccccc5)[nH]c4c3)o2)cc1	64	9.6*	74	33	2.9*	-13*	37	58
COc1ccc(S(=O)(=O)N2CCC(c3nc(C=C(C#N)C#N)c4ccccn34)CC2)cc1	x	113	x	101	93	100	x	92
Cc1ncc(CO)c(C=O)c1O	99	103	86	99	99	114	85	x
CSc1nc2sc3c(C)ccc(C)c3n2c(=N)c1C#N	106	98	97	79	114	99	87	93
C=C1C(=O)O[C@H]2[C@H]1CC/C(COC(=O)NCc1c[nH]c3ccc(Cl)cc13)=C\CC[C@@]1(C)O[C@@H]21	7.4*	-88*	-11*	0.2*	-71*	-70*	-36*	3.5*
O=c1c2cc(F)ccc2sc2c(NCCN3CCOCC3)nc3ccccc3c12	28	61	57	0.3*	71	26	x	52
COc1cc(-c2ccc[nH]2)[nH]c1/C=C1\N=C(C)C(C(=O)CCCCCCCCC(=O)Nc2ccc(-c3c4nc(c(-c5ccccc5)c5ccc([nH]5)c(-c5ccccc5)c5nc(c(-c6ccccc6)c6ccc3[nH]6)C=C5)C=C4)cc2)=C1C	91	99	x	101	102	101	99	104
CC(C)CCNC(=O)Cn1cccc(NC(=O)OCc2ccccc2)c1=O	107	115	97	114	x	107	93	106
CCc1c(C(=O)N(CC)Cc2ccccc2)[nH]c(C)c1C(C)=O	x	101	110	113	88	106	103	108
O=C(CCl)n1nnnc1Cc1ccccc1	94	103	86	83	101	93	96	94
COc1ccc2c(c1)c(-c1nonc1-c1cn(C)c3ccc(OC)cc13)cn2C	17	-25*	27	13	29	50	40	25
COc1ccc2oc(-c3ccc(Cl)cc3)c(N3CCN(C)CC3)c2c1	x	-19*	-13*	-25*	-54*	0.1*	-10*	12
Cc1ccccc1/C=C1/SC(N2CCN(c3ccccc3)CC2)=NC1=O	111	101	104	100	100	100	96	107
Cc1cc(N2CCOCC2)nc(N[C@@H]2CCC[C@H](Nc3ccnc4cc(Cl)ccc34)C2)n1	-37*	-83*	-10*	x	-6.1*	-54*	-46*	2.9*
CC(C)=NOC(=O)Nc1cc(Cl)ccc1Cl	105	118	106	117	101	100	93	125
Cc1ccccc1NS(=O)(=O)c1ccc(-c2cc3ccccc3c(=O)o2)cc1	94	105	97	91	61	88	86	101
CSc1nc(=O)n(Cc2ccc(Cl)cc2)c(=O)[nH]1	96	114	100	96	121	104	103	105
Nc1n[nH]c2ccc([C@@H]3Nc4ccc5cn[nH]c5c4[C@H]4C5CCC(C5)[C@@H]34)cc12 (some centres not stated)	14	-48*	16	11	-6.8*	51	40	21
O=C(N/C(=C1/OCCN1Cc1ccccc1)[P+](c1ccccc1)(c1ccccc1)c1ccccc1)c1ccccc1	8.3*	19	13	8.1*	-30*	0.2*	0.4*	21

In the list so far, these have a halogen:
SMILES	SR	MDA-MB-435	CCRF-CEM	K-562	MDA-MB-468	MDA-MB-231	RPMI-8226	MOLT-4
C=C1C(=O)O[C@H]2[C@H]1CC/C(COC(=O)NCc1c[nH]c3ccc(Cl)cc13)=C\CC[C@@]1(C)O[C@@H]21	7.4*	-88*	-11*	0.2*	-71*	-70*	-36*	3.5*
O=c1c2cc(F)ccc2sc2c(NCCN3CCOCC3)nc3ccccc3c12	28	61	57	0.3*	71	26	x	52
O=C(CCl)n1nnnc1Cc1ccccc1	94	103	86	83	101	93	96	94
COc1ccc2oc(-c3ccc(Cl)cc3)c(N3CCN(C)CC3)c2c1	x	-19*	-13*	-25*	-54*	0.1*	-10*	12
Cc1cc(N2CCOCC2)nc(N[C@@H]2CCC[C@H](Nc3ccnc4cc(Cl)ccc34)C2)n1	-37*	-83*	-10*	x	-6.1*	-54*	-46*	2.9*
CC(C)=NOC(=O)Nc1cc(Cl)ccc1Cl	105	118	106	117	101	100	93	125
CSc1nc(=O)n(Cc2ccc(Cl)cc2)c(=O)[nH]1	96	114	100	96	121	104	103	105

Next part:
SMILES	SR	MDA-MB-435	CCRF-CEM	K-562	MDA-MB-468	MDA-MB-231	RPMI-8226	MOLT-4
COC(=O)C1=NC(=O)C(C#N)=C(C(=O)OC)C1(C(=O)c1ccc(OC)cc1)c1ccc(OC)cc1 (configuration not stated)	x	93	96	98	87	x	82	96
Cn1cc(-c2nnc(N)nc2-c2c[nH]c3ccccc23)c2cc(Br)cnc21	8.6*	5.6*	x	15	-3.6*	55	27	2.5*
COC(=O)C1OCOC2C(C(=O)OC)OCOC12 (configuration not stated)	100	105	93	111	113	104	107	104
Cc1cc2nc3ccc(O)cc3nc2cc1N	101	115	106	110	106	86	99	95
COc1cc2c(Nc3ccc(S(N)(=O)=O)cc3)cccc2c(OC)c1OC	69	106	84	97	52	90	93	85
CC(C)(Br)CS(=O)(=O)c1ccccc1	x	113	90	x	102	93	103	x
CCCCCCc1cc(O)cc(O)c1	82	87	66	47	96	75	79	66
Cc1[nH]n(C(=S)Nc2nc3cc(Cl)c(F)cc3s2)c(=O)c1N=Nc1ccc(F)c(Cl)c1	-45*	124	19	89	114	94	71	-17*
Cc1nc(SCC(=O)Nc2nccs2)n(Nc2ccc(Cl)cc2)c1C	121	111	100	113	106	99	105	118
CCNC(=O)c1[nH]cc(-c2ccc(OC)cc2)c1-c1cc(OC)c2c(c1OC)OCO2	101	91	103	96	85	86	104	102
O=C(CCn1cc[n+](CC(=O)c2ccccc2)c1)Nc1cccc2cccnc12	104	105	105	92	81	94	98	101
O=C1/C(=C\c2cccn2C(=O)c2ccc(Cl)cc2)c2ccccc2N1c1c(Cl)cccc1Cl	92	105	99	105	76	101	103	106
Nc1ccccc1C1=NC(c2ccccc2)(c2ccccc2)c2ccccc2N1	117	99	89	87	88	92	x	94
COc1ccc(-c2nn(-c3ccccc3)cc2/C=C2\SC(=Nc3ccc(Cl)cc3)NC2=O)cc1	82	98	93	101	x	94	104	112
COc1ccc(NC(=O)CNc2ccc(-c3nc4ccccc4s3)cc2)cc1	73	101	95	78	95	83	104	67
CCCCCCCCCCCCCCCCCCNC(=S)Nc1ccccc1	99	102	x	110	99	108	108	105
CC(=O)N1N=C(c2ccc(Cl)cc2)CC1c1ccc(Oc2ccc(Cl)cc2)cc1 (configuration not stated)	90	93	91	57	73	91	73	77
COc1ccc(S(=O)(=O)NC2c3ccccc3CC2O)cc1OC (configuration not stated)	100	105	101	102	111	112	104	103
CC1=C(C(=O)OC(C)C)C(c2ccc3c(c2)OCO3)NC(=O)N1 (configuration not stated)	108	110	113	119	104	104	101	108
CCN(CC)CCCCCCCCNc1c2ccc(Cl)cc2nc2ccc(OC)cc12	-64*	-82*	-26*	-39*	-93*	-72*	-44*	-46*
O=C(O)c1cn(C2CC2)c2cc(N3CCN(C(=O)N4CCCCC4)CC3)c(F)cc2c1=O	111	104	102	101	103	103	101	103
C[C@]12CCC(=O)C=C1CCC1C2C(=O)C[C@@]2(C)C1CC[C@]2(O)C(=O)CO (some centres not stated)	94	106	103	x	108	105	103	74
Brc1ccccc1-c1nnc(Cn2cc(-c3ccccc3)nn2)o1	86	111	101	89	104	105	93	101
COc1ccc(Nc2nc3ccccc3s2)cc1	102	94	x	105	101	105	102	98
COc1ccc(CCN(C)CCCC(C#N)(c2cc(OC)c(OC)c(OC)c2)C(C)C)cc1OC (configuration not stated)	111	101	104	104	94	114	98	103
O=C1/C(=C/c2ccc(-c3cccc([N+](=O)[O-])c3)o2)SC(=S)N1Cc1ccc2c(c1)OCO2	101	101	99	105	116	108	115	103
COC(=O)c1cccc(NC(=O)N[C@H]2CCN(c3ccnc(Nc4ccc(F)cc4)n3)C2)c1	25	107	62	15	34	71	47	19
Cc1c(-c2cnc3ccc(Br)cc3c2C(=O)O)nnn1-c1ccc([N+](=O)[O-])cc1	93	106	93	95	115	93	97	94
OCc1ncc(-c2ccccc2)s1	107	108	91	93	104	113	88	110
Cc1ccc(/C=C(\C#N)C(=O)c2ccccc2)cc1	x	100	x	99	108	92	95	98
O=S(=O)(O)Cc1c(O)ccc2ccccc12	85	110	123	99	109	118	115	95
Cc1cc(=O)c2c(C)nn(-c3ccccc3)c2[nH]1	x	102	82	116	100	x	107	66
Cc1ccc(C(C)C)c(OC(=O)Nc2cccc3ccccc23)c1	x	106	x	x	105	106	83	x
COc1ccc2c(=O)cc(C(Cl)(Cl)Cl)oc2c1	-26*	-81*	-21*	-13*	-81*	-31*	-27*	-24*
O=C=NC(c1ccccc1)(c1ccccc1)c1ccccc1	96	108	102	x	118	98	119	92
Cc1ccc(Cl)c(NS(=O)(=O)c2ccc(-c3cnc(C4CC4)o3)cc2)c1	16	-60*	14	8.5*	x	32	19	x
N=c1n(CCN2CCCCC2)c2ccccc2n1CC(=O)c1ccc(Cl)c(Cl)c1	90	110	93	84	116	107	91	92
C/C(=N\Nc1cccc(Cl)n1)c1ccccn1	6.3*	31	6.2*	6.6*	-31*	37	21	4.0*
NC(=S)Nc1cccc(O)c1	82	99	103	106	101	97	89	x
COc1ccc(C2CC(c3cccc(Nc4ccncc4)c3)=NN2c2ccccc2)cc1 (configuration not stated)	2.7*	-57*	31	1.2*	16	62	-6.9*	11
CCOC(=O)C1CN(Cc2ccccc2)C(=O)C1=O (configuration not stated)	27	99	23	104	106	115	96	x
CC[N+](C)(C)C(C)(C)C	103	102	x	115	92	119	90	110
O=C(Nc1ccc(Oc2cccc(Cl)c2)c(Cl)c1)c1cccnn1	87	78	84	77	63	96	71	80
Cc1ccc(C(C)C)cc1NC(=O)c1ccccc1N(C)C	x	95	80	x	72	91	73	x
CCN(CC)CCCOc1cc([N+](=O)[O-])ccc1C#N	106	110	104	107	110	99	105	110
O=Nc1c(O)[nH]c2ccccc12	100	112	110	93	101	115	117	96
S=C(Nc1ccccc1)Nc1cccc(NC(=S)Nc2ccccc2)c1	x	103	43	90	108	100	119	106
CCOC(=O)C1=C(N)N(c2ccc(Cl)cc2)C2=C(C(=O)CC(C)(C)C2)C1c1ccc(Cl)cc1 (configuration not stated)	48	46	39	37	67	76	10	11
CC(=O)C(=Cc1ccc(F)cc1)C(C)=O	86	94	107	98	107	103	107	106
CO[C@H](C(=O)NC1C(O)OC(CO)C(O)C1O)[C@@H]1Cc2cc3cc(OC4CC(OC5CC(O)C(O)C(C)O5)C(O)C(C)O4)c(C)c(O)c3c(O)c2C(=O)[C@H]1OC1CC(OC2CC(OC3CC(C)(O)C(O)C(C)O3)C(O)C(C)O2)C(O)C(C)O1 (some centres not stated)	66	108	103	96	80	99	105	122
O=S(=O)(/C=C/c1ccccc1)c1ccc(F)cc1	90	105	94	86	x	116	102	91
Cc1ccc(S(=O)(=O)c2ccccc2)cc1	35	-50*	12	23	-11*	50	49	33
CSc1nc(-c2cccs2)c(C#N)c(-n2nc(C)cc2C)n1	83	110	99	95	116	110	102	86

Full records, quoted from the list. Order of screens: SR | MDA-MB-435 | CCRF-CEM | K-562 | MDA-MB-468 | MDA-MB-231 | RPMI-8226 | MOLT-4
O=Nc1c(O)[nH]c2ccccc12 is listed as 100 | 112 | 110 | 93 | 101 | 115 | 117 | 96
Cc1ccc(S(=O)(=O)c2ccccc2)cc1 is listed as 35 | -50* | 12 | 23 | -11* | 50 | 49 | 33
CCOC(=O)C1=C(N)N(c2ccc(Cl)cc2)C2=C(C(=O)CC(C)(C)C2)C1c1ccc(Cl)cc1 (configuration not stated) is listed as 48 | 46 | 39 | 37 | 67 | 76 | 10 | 11

Arranged by molecular weight (descending): some entries from above.
SMILES	SR	MDA-MB-435	CCRF-CEM	K-562	MDA-MB-468	MDA-MB-231	RPMI-8226	MOLT-4
COc1cc(-c2ccc[nH]2)[nH]c1/C=C1\N=C(C)C(C(=O)CCCCCCCCC(=O)Nc2ccc(-c3c4nc(c(-c5ccccc5)c5ccc([nH]5)c(-c5ccccc5)c5nc(c(-c6ccccc6)c6ccc3[nH]6)C=C5)C=C4)cc2)=C1C	91	99	x	101	102	101	99	104
Cc1[nH]n(C(=S)Nc2nc3cc(Cl)c(F)cc3s2)c(=O)c1N=Nc1ccc(F)c(Cl)c1	-45*	124	19	89	114	94	71	-17*
S=C(Nc1ccccc1)Nc1cccc(NC(=S)Nc2ccccc2)c1	x	103	43	90	108	100	119	106
COC(=O)c1ccccc1C=O	120	104	x	107	107	114	101	120

Compound activity from PubChem.
